MgcRacGAP inhibition: MgcRacGAP GTPase-activating activity inhibitors, confirmation, biochemical, ADP Hunter fluorescence. MgcRacGAP-stimulated Rac1 GTP hydrolysis, ADP Hunter fluorescence; higher % means a stronger effect; GST-tagged Rac1 F28L mutant substrate. inhibition, % at 30 µM; hits with a dose series show IC50 in µM. 340,000 tested, 0.6% active. AID 624330;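 active = first-screen hits whose inhibition reached a set limit at any dose in the follow-up dose series; inconclusive = inhibition above the set first-screen limit but never retested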;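 also: fluorescence reports GDP produced by GAP-driven GTP hydrolysis; strong numbers were not always called active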
RSV CPE inhibition: inhibition of RSV-induced cytopathic effect – HEp-2 cells, primary 10 µM value included (AID 2391); HEp-2 cells, RSV-induced CPE inhibition; higher % means a stronger effect; 310,000 tested, 0.13% active; one-dose CPE inhibition, % at 10 µM; IC50 in µM for titrated hits; in the data active = a potency from the dose series; inconclusive = CPE inhibition mostly from about 23% at the one dose, without a potency; inactive = the rest, 99 in 100 with CPE inhibition below about 21%; also: strong numbers were not always called active
K1F lysis inhibition: inhibition of K1F phage lysis, E. coli UTI89, bacterial capsule biogenesis inhibitors, alamar blue (AID 488966); E. coli UTI89 K1F phage lysis, alamar blue, 2 h; higher % means a stronger effect; inhibition, % at 100 µM, or IC50 in µM where a hit was titrated; 340,000 tested, 0.02% active;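 active = phage lysis inhibition, versus mean bacterial control, above a set limit; inconclusive = no clear call, values can overlap the other calls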;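 also: capsule biogenesis inhibitors block K1F phage lysis so surviving cells raise fluorescence; higher fluorescence means more inhibition of phage lysis; actives were called in the ten point dose series up to 300 µM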
HIV peptide binding: inhibitors of HIV fusion peptide binding, primary screen, biochemical, uHTS, fluorescence dequenching (AID 1986); inhibition, % at 20 µM, or IC50 in µM where a hit was titrated; cell-free peptide binding, fluorescence dequenching, 30 min; higher % means a stronger effect; 290,000 tested, 0.3% active; in the data active = inhibition mostly above about 52%, no sharp cut-off; inactive = mostly below about 76%; also: some results filed as inactive read as strong as hits
GPR55 antagonists: inhibition of LPI-stimulated GPR55 beta-arrestin translocation – imaging, U2OS, beta-arrestin-GFP, LPI agonist, primary screen (AID 2013) | U2OS GPR55 beta-arrestin-GFP translocation imaging, LPI antagonism; higher % means a stronger effect | inhibition, % at 10 µM; hits with a dose series show IC50 in µM | 290,000 tested, 0.13% active;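 active = spots per cell inhibited over 60%, with over 100 cells counted and total cytoplasm intensity under 500,000; inconclusive = wells with under 100 cells, flagged as likely toxic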;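 also: U2OS cells stably carrying GPR55 and arrestin-GFP stimulated by 5 µM LPI near EC80; imaged beta-arrestin-GFP aggregate spots per cell after agonist stimulation; plate controls were LPI-stimulated DMSO wells for no effect and DMSO wells without LPI for full effect; some results filed as inactive read as strong as hits; confirmed hits need IC50 under 10 µM and bright autofluorescent wells are also inconclusive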
GPR35 arrestin U2OS: GPR35 antagonists blocking zaprinast-driven arrestin recruitment, primary screen, imaging, U2OS, beta-arrestin-GFP, zaprinast agonist (AID 2058); 290,000 tested, 0.052% active; inhibition, % at 10 µM, or IC50 in µM where a hit was titrated; U2OS GPR35 beta-arrestin-GFP translocation imaging, zaprinast antagonism; higher % means a stronger effect;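 active = inhibition of at least 50% with at least 30 cells and total cytoplasm GFP at most 10,000,000; inconclusive = under 30 cells or total GFP of 10,000,000 plus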
SV40 large T antigen: SV40 large T antigen inhibitors, biochemical (AID 1903) | inhibition, % at 20 µM; hits with a dose series show IC50 in µM | 310,000 tested, 0.39% active | SV40 large T antigen ATPase/helicase inhibition assay; higher % means a stronger effect; in the data active = a potency from the dose series; inconclusive = inhibition mostly from about 32% at the one dose, without a potency; inactive = the rest, 99 in 100 with inhibition below about 32%; also: strong numbers were not always called active
PhoP inhibition: PhoP-dependent GFP reporter repression – Salmonella Typhimurium, primary screen (AID 1863) | one-dose inhibition, % at 50 µM; IC50 in µM for titrated hits | 300,000 tested, 0.16% active | S. Typhimurium PhoP-regulated promoter GFP reporter, 4 h; higher % means a stronger effect;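 active = inhibition over 29.93%, a cutoff 3 SD above the screen mean, later confirmed by dose response; inconclusive = inhibition over 29.93% but no dose response follow-up; inactive = inhibition at most 29.93% or unconfirmed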;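 also: 0% = low Mg2+ inducing control and 100% = high Mg2+ repressing control; strong numbers were not always called active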
Dengue-2 NS5 capping: Dengue-2 NS5 methyltransferase inhibitors, primary screen, biochemical, confirmation dose response (AID 588689); 340,000 tested, 0.3% active; one-dose inhibition, % at 25 µM; IC50 in µM for titrated hits; Dengue-2 NS5 methyltransferase capping enzyme assay, biochemical; higher % means a stronger effect; in the data active = a potency from the dose series; inconclusive = inhibition above about 29% without an active follow-up result
An asterisk follows results filed as active; ? = inconclusive; . = not tested or not shown; [ ] = another dose, or the depositor's remark.

SMILES	MgcRacGAP inhibition	RSV CPE inhibition	K1F lysis inhibition	HIV peptide binding	GPR55 antagonists	GPR35 arrestin U2OS	SV40 large T antigen	PhoP inhibition	Dengue-2 NS5 capping
CC(C)C(c1nnnn1Cc1ccc(F)cc1)N1CCN(Cc2ccc3c(c2)OCO3)CC1 (configuration not stated)	4%	2.6%	-0.1%	2.1%	0%	26%	3%	-18%	-4%
C/C=C(/C)C(=O)O[C@@H]1c2cc3c(c(OC)c2-c2c(cc(OC)c(OC)c2OC)[C@@H](OC(C)=O)[C@@H](C)[C@H]1C)OCO3	15%	0.0%	1.4%	-1.2%	6%	-3%	6%	1%	1%
CN(C(=O)c1cc(COc2c(F)cccc2F)on1)C1CCOC1 (configuration not stated)	6%	1.2%	0.3%[50 µM]	0.3%	10%	-4%	7%	1%	-5%
COc1ccc(OC)c(/C=N/NC(=O)CCN2CCN(C(c3ccccc3)c3ccccc3)CC2)c1	-2%	4.7%	7.6%	-1.8%	8%	-14%	8%	8%	1%
O=c1[nH]ncc(N2CCN(Cc3ccccc3)CC2)c1Cl	6%	1.4%	0.3%	-0.3%	-4%	9%	11%	6%	6%
O=C1CC(N2CCN(c3ccc(O)cc3)CC2)C(=O)N1c1ccc2c(c1)OCO2 (configuration not stated)	?	1.7%	-1.1%	-2.1%	-8%	-21%	?	-1%	-3%
CN(C)Cc1c(C(=O)N/N=C/c2ccccc2OCc2ccc(F)cc2)nnn1-c1nonc1N	-3%	0.2%	-0.1%	0.0%	-11%	4%	3%	3%	-1%
Cc1ccccc1C(=O)N1CCN=C1SCc1ccc([N+](=O)[O-])cc1	9%	19%	0.0%	1.8%	-4%	-6%	?	8%	-1%
Cc1ccc(CN2CCN(Cc3ccco3)CC2)cc1	73µM*	1.0%	-0.4%	-0.2%	7%	-8%	10%	4%	-13%
Cc1ccc(-n2c(N)c(C(N)=O)sc2=S)c(C)c1	19%	2.1%	1.6%	0.9%	4%	-20%	13%	10%	3%
Cc1ccc(N2C(=O)CC(Nc3cccc4ccccc34)C2=O)cc1 (configuration not stated)	12%	2.4%	-1.3%	-2.4%	-2%	2%	21%	-2%	2%
Cc1cc(C(=O)N2CCN(c3ccccc3)CC2)no1	-3%	-0.2%	-0.8%	4.2%	24%	14%	-1%	-5%	-1%
Cc1ccc2[nH]c3c(=O)n(CCc4cnc[nH]4)cnc3c2c1	10%	1.3%	0.4%	-0.1%	-11%	-4%	1%	32%	-6%
Cc1cc(C)c2nc(NNC(=O)c3ccc(S(=O)(=O)N4CCCC(C)C4)cc3)sc2c1 (configuration not stated)	17%	-1.5%	2.8%	6.2%	9%	0%	7%	?	-10%
Cc1ccccc1C(=O)NC(=S)Nc1ccc(Cc2ccncc2)cc1	7%	-0.1%	4.6%	-0.3%	-8%	4%	9%	-12%	-4%
COc1ccc(NC(=O)c2cc(S(=O)(=O)N3CCc4ccccc43)cn2C)cc1	6%	2.1%	1.3%	0.6%	-5%	-5%	3%	.	1%
CC(C)(C)C(=O)/C(C#N)=C/c1cccs1	5%	1.1%	0.6%	0.4%	-2%	13%	5%	2%	-10%
COC(=O)c1ccn(CC(=O)NC2CCCCC2)n1	-9%	1.4%	1.9%	0.5%	-14%	-4%	10%	2%	2%
COc1ccccc1/C=C/C=N/NC(=O)c1ccc(=O)n(C)c1	13%	2.6%	1.1%	-0.6%	11%	0%	22%	-3%	-5%
CCS(=O)(=O)N1CCC(C(=O)NCCCOC)CC1	0%	0.1%	0.6%	-1.5%	7%	4%	4%	4%	-5%
Cc1cccc(N2CCN(C(=O)C3CCN(S(=O)(=O)N4CCOCC4)CC3)CC2C)c1 (configuration not stated)	1%	-0.6%	-0.2%	-2.2%	-14%	3%	23%	-7%	-12%
Cc1ccc(C(=O)OCC(=O)N(CC(C)C)c2c(N)n(Cc3ccccc3)c(=O)[nH]c2=O)o1	7%	-0.8%	1.2%[50 µM]	.	.	.	20%	5%	-4%
CCOC(=O)C1=C(C)N(C)C(=O)NC1c1ccc2c(c1)OCO2 (configuration not stated)	7%	1.2%	0.2%	-0.9%	2%	16%	9%	3%	-1%
COc1ccc(OC)c(C(=O)N2CCC(n3nccc3NC(=O)CC(C)C)CC2)c1	13%	-0.1%	0.3%	-0.6%	-12%	12%	3%	11%	-3%
CC(C)CC(=O)Nc1c2c(nn1-c1ccc(F)cc1)CS(=O)(=O)C2	3%	0.7%	1.0%	-0.7%	-3%	-1%	10%	4%	-1%
CCN(Cc1ccccc1)S(=O)(=O)c1ccc(C(=O)N(CCCN(C)C)c2nc3cc4c(cc3s2)OCO4)cc1	4%	12%	0.1%[50 µM]	-0.4%	41%	1%	9%	2%	-4%
COc1ccc([C@@H]2CC=C(C(=O)O)[C@H](c3ccc(Cl)cc3)N2S(=O)(=O)c2ccccc2C)cc1	1%	6.0%	-3.7%	.	.	.	16%	.	9%
CCn1c(SCc2cccc(F)c2)nnc1-c1cccnc1	-11%	4.3%	0.1%	1.3%	4%	4%	-10%	-2%	-3%
O=C(Nc1ccc(Cn2cccn2)cc1)c1ccc(COc2ccccc2Br)cc1	2%	3.2%	-1.3%	-1.6%	30%	9%	5%	-3%	8%
O=C(NCc1ccco1)C1CC(=O)N(c2ccc(F)cc2)C1 (configuration not stated)	16%	0.7%	1.6%	2.3%	3%	7%	9%	6%	-4%

Look-ups from above.
In MgcRacGAP inhibition, CCOC(=O)C1=C(C)N(C)C(=O)NC1c1ccc2c(c1)OCO2 (configuration not stated) has 7%
In Dengue-2 NS5 capping, CCN(Cc1ccccc1)S(=O)(=O)c1ccc(C(=O)N(CCCN(C)C)c2nc3cc4c(cc3s2)OCO4)cc1 has -4%
In HIV peptide binding, Cc1cc(C(=O)N2CCN(c3ccccc3)CC2)no1 has 4.2%

Filtered by structure, the compounds so far containing a Cl atom
SMILES	MgcRacGAP inhibition	RSV CPE inhibition	K1F lysis inhibition	HIV peptide binding	GPR55 antagonists	GPR35 arrestin U2OS	SV40 large T antigen	PhoP inhibition	Dengue-2 NS5 capping
O=c1[nH]ncc(N2CCN(Cc3ccccc3)CC2)c1Cl	6%	1.4%	0.3%	-0.3%	-4%	9%	11%	6%	6%
COc1ccc([C@@H]2CC=C(C(=O)O)[C@H](c3ccc(Cl)cc3)N2S(=O)(=O)c2ccccc2C)cc1	1%	6.0%	-3.7%	.	.	.	16%	.	9%

Back to the main list, starting 2 compounds before the break.
SMILES	MgcRacGAP inhibition	RSV CPE inhibition	K1F lysis inhibition	HIV peptide binding	GPR55 antagonists	GPR35 arrestin U2OS	SV40 large T antigen	PhoP inhibition	Dengue-2 NS5 capping
O=C(Nc1ccc(Cn2cccn2)cc1)c1ccc(COc2ccccc2Br)cc1	2%	3.2%	-1.3%	-1.6%	30%	9%	5%	-3%	8%
O=C(NCc1ccco1)C1CC(=O)N(c2ccc(F)cc2)C1 (configuration not stated)	16%	0.7%	1.6%	2.3%	3%	7%	9%	6%	-4%
O=c1[nH]nc(Cc2ccc(Cl)cc2)c2ccccc12	7%	1.6%	-0.1%	-0.8%	-11%	5%	-1%	7%	-3%
COc1ccc(C(CC(=O)O)NC(=O)Cc2ccccc2)cc1 (configuration not stated)	-4%	1.9%	-1.8%	-2.0%	8%	-5%	17%	-8%	-7%
COc1ccc(Cl)cc1NC(=O)C(=O)N/N=C/c1cc(C)n(-c2ccc(C)cc2)c1C	-2%	7.5%	1.9%	-1.6%	3%	-20%	6%	1%	-5%
COc1ccc(CNC(=O)Nc2cc(C)ccc2C)cc1	2%	2.4%	0.3%	1.0%	13%	0%	5%	-17%	-12%
Cc1cc(C)nc(-n2ncc3c2CC(c2ccccc2)CC3=O)n1 (configuration not stated)	3%	-0.2%	2.9%	-0.9%	-3%	-6%	9%	-8%	.
CCOC(=O)c1ccc(N2C(=O)C3C(/C=C/c4ccccc4)OC4(C(=O)c5ccccc5C4=O)C3C2=O)cc1 (configuration not stated)	8%	5.4%	1.6%[50 µM]	23%	14%	-18%	10%	-16%	-3%
COc1cc(OC)cc(-c2c(-c3ccc(F)cc3)c3cc(-c4cnc(OC)nc4)ccc3n2C)c1	8%	-0.3%	0.1%	.	.	.	.	.	0%
O=S(=O)(/C=C/c1ccccc1)NCc1ccccc1Cl	6%	-0.2%	-2.1%	2.8%	9%	-10%	3%	-14%	-3%
COCC(=O)Nc1nc2ccc(S(C)(=O)=O)cc2s1	9%	0.2%	0.3%	-1.2%	12%	-6%	15%	-7%	-2%
CC[C@@]12C(=O)N(c3cccc(Cl)c3)C(=O)N1[C@H](c1cccc(C)c1)[C@@H]1C(=O)N(Cc3ccccc3)C(=O)[C@@H]12	10%	3.7%	4.2%	.	.	.	9%	.	-3%
CCOC(=O)CCc1nc2ccccc2[nH]1	10%	0.6%	2.1%	-3.2%	-10%	-3%	7%	20%	-3%
O=C(COC(=O)CCc1ccccc1)Nc1cc(S(=O)(=O)N2CCOCC2)ccc1N1CCCC1	2%	-0.1%	-0.4%	-1.5%	-3%	21%	2%	-9%	-11%
O=C(Nc1ccc(C(=O)O)cc1)/C(=C\c1ccco1)NC(=O)c1ccccc1Cl	12%	1.9%	-0.9%	13%	-11%	15%	4%	-2%	-6%
COc1ccc(CN(CC(=O)NCc2ccc(F)cc2)C(=O)CCC(=O)Nc2cc(C)ccn2)cc1	4%	0.9%	0.0%	1.0%	-12%	-5%	16%	0%	-8%
CC(=O)c1ccc(N2CCN(CC(O)COC(c3ccccc3)c3ccccc3)CC2)cc1 (configuration not stated)	26%	3.5%	-0.9%	1.3%	5%	0%	13%	-3%	-4%
CCC(C)n1c(=N)c(C#N)cc2c(=O)n3cc(C)ccc3nc21 (configuration not stated)	4%	-1.7%	0.6%	29%	22%	17%	8%	3%	2%
